# Source: PubChem BioAssay
# FBW7 act: FBW7 E3 ligase activators, primary screen, biochemical, AlphaScreen, human; F-box/WD repeat-containing protein 7 (Homo sapiens), Q969H0; AlphaScreen FBW7–phospho-cyclin E peptide binding, activator screen; normalized activity (activation), % at 26.1 µM; 650,000 tested, 0.13% active; AID 1259310, 2017; in the data active means normalized activity above about 1.9%;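 further: purified mutant Fbw7 with reduced substrate affinity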
# TEAD-YAP block: TEAD-YAP interaction inhibition, primary screen, TEAD-YAP interaction inhibitor project, luminescence, HEK-TIYL cells; AID 1259422, 2018; inhibition, % at 9.12 µM; 640,000 tested, 1.4% active; TEAD-Gal4/YAP UAS-luciferase luminescence; in the data active means inhibition above about 32%;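 further: 0% = median of test compound wells and 100% = reference inhibitor wells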
# GPR151 ag: activators of human GPR151, primary screen, cell-based, PathHunter beta-arrestin, luminescence; activation, % at 11.2 µM; 650,000 tested, 1% active; PathHunter beta-arrestin GPR151 cells; G-protein coupled receptor 151 (Homo sapiens), Q8TDV0; AID 1508602, 2020; in the data active means activation above about 4.9%;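 further: 0% = median of compound wells and 100% = cells with positive control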
# Target sequence (Q8TDV0 whole entry, looked up): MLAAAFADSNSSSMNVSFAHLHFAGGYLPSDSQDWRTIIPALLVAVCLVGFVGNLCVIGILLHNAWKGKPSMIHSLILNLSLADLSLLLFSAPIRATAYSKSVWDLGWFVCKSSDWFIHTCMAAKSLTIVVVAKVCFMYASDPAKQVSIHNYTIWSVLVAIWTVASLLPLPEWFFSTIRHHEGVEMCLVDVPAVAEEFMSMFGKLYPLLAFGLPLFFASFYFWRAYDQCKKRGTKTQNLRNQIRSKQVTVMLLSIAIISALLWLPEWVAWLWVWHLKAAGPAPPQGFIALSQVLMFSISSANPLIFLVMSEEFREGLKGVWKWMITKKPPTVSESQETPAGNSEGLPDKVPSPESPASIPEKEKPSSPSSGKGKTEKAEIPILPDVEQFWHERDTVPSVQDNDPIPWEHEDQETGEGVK
# MITF inh: MITF inhibitors, primary screen, biochemical, AlphaScreen, human | AlphaScreen MITF homodimerization, bead proximity signal | inhibition, % at 2.6 µM | 650,000 tested, 0.91% active; in the data active means inhibition above about 50%;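 further: 0% = vehicle wells with protein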
# Target sequence (O75030 whole entry, looked up): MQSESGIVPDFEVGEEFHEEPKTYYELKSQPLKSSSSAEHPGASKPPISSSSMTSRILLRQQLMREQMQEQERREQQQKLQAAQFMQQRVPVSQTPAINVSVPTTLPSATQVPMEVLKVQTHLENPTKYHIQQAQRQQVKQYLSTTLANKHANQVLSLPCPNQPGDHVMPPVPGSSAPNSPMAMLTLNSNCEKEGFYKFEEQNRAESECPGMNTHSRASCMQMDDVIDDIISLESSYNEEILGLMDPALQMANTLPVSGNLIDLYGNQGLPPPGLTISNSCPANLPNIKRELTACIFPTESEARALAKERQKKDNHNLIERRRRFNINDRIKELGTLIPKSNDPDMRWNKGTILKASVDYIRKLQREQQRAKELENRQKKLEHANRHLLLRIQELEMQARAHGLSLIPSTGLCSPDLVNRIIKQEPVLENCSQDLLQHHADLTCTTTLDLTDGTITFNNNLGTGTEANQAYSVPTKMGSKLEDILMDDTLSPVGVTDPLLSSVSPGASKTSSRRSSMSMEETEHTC
# Active calls of the source: *; nt = not tested or not shown.
SMILES,FBW7 act,TEAD-YAP block,GPR151 ag,MITF inh
CCC(C)OC(=O)C1=C(C)NC(=O)NC1c1cc(Br)ccc1OC (configuration not stated),0.1,8,3.6,20
CCOC(=O)c1ccc(NC(=O)C2(c3ccc(OC)c(OC)c3)CCCC2)cc1,0.0,-6,0.1,9
O=C(Nc1ccc(C(F)(F)F)cc1)c1cc(S(=O)(=O)N2CCCCC2)ccc1F,-0.1,-5,0.2,2
c1ccc(C(CCn2nnc(-c3ccncc3)n2)c2ccccc2)cc1,-0.1,6,1.6,2
CCCNC(=O)c1c[nH]c2ccc(S(=O)(=O)N3CCc4ccccc4C3)cc2c1=O,0.1,-1,0.5,9
CC/C(C)=N/Nc1nc2c(c(=O)[nH]c(=O)n2C)n1CCC(C)C,0.2,6,0.5,1
COc1ccc(/C=C2/N=C(c3cccc([N+](=O)[O-])c3)OC2=O)c(OC)c1,-0.1,-3,-1.2,9
CCOC(=O)NS(=O)(=O)c1cccc([N+](=O)[O-])c1,-0.4,-11,-1.5,10
Cc1cc(OCc2nc(-c3ccc(OCC(N)=O)cc3)no2)cc(C)c1Cl,-0.1,-6,-0.6,5
COC(=O)CN1C(=O)CN(c2nc(N(C)C)nc(N(C)C)n2)C1=O,-0.2,1,0.4,-7
NC(C(=O)O)c1cc(O)cc(O)c1 (configuration not stated),0.0,nt,2.1,2
Cc1ccc(C2C3=C(CCCC3=O)N(c3ccccc3)C(=N)/C2=C(/O)c2ccccc2)cc1 (configuration not stated),0.2,-6,-1.7,-4
Cc1cccc(NC(=O)C2C3C=CC4(O3)C2C(=O)N(C2CCCCC2)C4C(=O)NC2CCCCC2C)c1 (configuration not stated),0.4,12,-0.2,12
O=C(/C=C/c1cccc2ccccc12)NCc1ccccc1,0.2,-7,5.0*,15
C=CCNC(=O)CN(c1cc(Cl)ccc1C)S(C)(=O)=O,0.1,4,0.7,17
O=C(C1=C(O)C(=O)N(CCCN2CCOCC2)C1c1ccc(F)cc1)c1cccs1 (configuration not stated),-0.1,2,0.1,-6
COc1ccc(CN2CCN(C(=O)c3ccc(OC)cc3)CC2)cc1,-0.1,21,-0.5,35
CCCCc1ccc(NC(=O)CSc2nc(=O)n(CCN3CCOCC3)c3c2CCCC3)cc1,0.0,5,0.4,-8
O=C(NCCN1CCOCC1)c1ccc2nc(N3CCC(N4CCOCC4)CC3)sc2c1,0.1,9,0.5,-8
CCC(=O)c1ccc(OCC(=O)NNC(=O)COc2ccc(Br)cc2)cc1,-0.1,1,-0.6,11
O=C(/C=C/c1ccc2c(c1)OCCO2)c1ccccc1O,0.1,-38,1.6,15
NC(=O)C(=O)N/N=C/c1cccc2ccccc12,0.3,-14,-0.5,-4
COc1cccc(CN2C(=O)C3C(C(=O)Nc4ccc(Cl)cc4)C4C=CC3(O4)C2C(=O)NC2CCCCC2)c1 (configuration not stated),-0.3,-3,-1.4,-3
O=c1oc2cc(OCc3ccc(Cl)cc3)ccc2cc1-c1nc2ccccc2s1,-0.1,1,-0.5,2

# The last 2 entries of the part above are carried over, then new ones follow:
SMILES,FBW7 act,TEAD-YAP block,GPR151 ag,MITF inh
COc1cccc(CN2C(=O)C3C(C(=O)Nc4ccc(Cl)cc4)C4C=CC3(O4)C2C(=O)NC2CCCCC2)c1 (configuration not stated),-0.3,-3,-1.4,-3
O=c1oc2cc(OCc3ccc(Cl)cc3)ccc2cc1-c1nc2ccccc2s1,-0.1,1,-0.5,2
CCOc1ccc2ccccc2c1C(=O)Oc1coc(CSc2ncccn2)cc1=O,0.0,-6,-1.0,14
Cc1cc2c(Nc3ccc(C(C)C)cc3)ncnc2s1,0.1,-72,0.8,4
Nc1c(C(=O)Nc2ccc([N+](=O)[O-])cc2)sc2nc3c(c(-c4ccccc4Cl)c12)CCC3,0.1,-1,0.1,7
O=C(Nc1ccccc1)Nc1ccc(NC(=O)NC2CCCCC2)cc1,0.0,-5,0.7,-12
CCOc1ccccc1NC(=O)c1c(C(=O)Nc2ccccc2)sc2nc(C)cc(=O)n12,0.0,9,1.2,15
COc1ccc(C(=O)N/N=C(\C)c2ccc(OC)c(Br)c2)cc1,0.0,-22,6.3*,1
CC1=C(C(=O)OCC(C)C)C(c2ccc(-c3ccccc3)cc2)C2=C(CCCC2=O)N1 (configuration not stated),0.2,7,0.8,10
CCOC(=O)C1=C2c3ccccc3CC3(CCCCC3)N2C(=O)C1=O,-0.2,4,-1.2,27
Cc1ccc(Sc2cc(C(=O)NCc3ccccn3)c3ccccc3n2)cc1,-0.1,-1,-0.2,1
COc1ccc(-c2cccc(NC(=O)Nc3ccc(F)c(F)c3)c2)nn1,0.0,-11,0.5,3
Cn1nc(-c2ccccc2F)c2cc(C(=O)N3CCN(C(=O)c4ccco4)CC3)sc21,-0.2,0,-0.7,-14
N/C(=N\OC(=O)c1cccs1)c1ccc(Cl)cc1,0.5,-55,0.2,16

# Arranged by length of the SMILES (highest first): some entries from above.
SMILES,FBW7 act,TEAD-YAP block,GPR151 ag,MITF inh
COc1cccc(CN2C(=O)C3C(C(=O)Nc4ccc(Cl)cc4)C4C=CC3(O4)C2C(=O)NC2CCCCC2)c1 (configuration not stated),-0.3,-3,-1.4,-3
Cc1cccc(NC(=O)C2C3C=CC4(O3)C2C(=O)N(C2CCCCC2)C4C(=O)NC2CCCCC2C)c1 (configuration not stated),0.4,12,-0.2,12
Nc1c(C(=O)Nc2ccc([N+](=O)[O-])cc2)sc2nc3c(c(-c4ccccc4Cl)c12)CCC3,0.1,-1,0.1,7
Cc1ccc(C2C3=C(CCCC3=O)N(c3ccccc3)C(=N)/C2=C(/O)c2ccccc2)cc1 (configuration not stated),0.2,-6,-1.7,-4
CC1=C(C(=O)OCC(C)C)C(c2ccc(-c3ccccc3)cc2)C2=C(CCCC2=O)N1 (configuration not stated),0.2,7,0.8,10
Cn1nc(-c2ccccc2F)c2cc(C(=O)N3CCN(C(=O)c4ccco4)CC3)sc21,-0.2,0,-0.7,-14
CCOc1ccccc1NC(=O)c1c(C(=O)Nc2ccccc2)sc2nc(C)cc(=O)n12,0.0,9,1.2,15
CCCCc1ccc(NC(=O)CSc2nc(=O)n(CCN3CCOCC3)c3c2CCCC3)cc1,0.0,5,0.4,-8
O=C(C1=C(O)C(=O)N(CCCN2CCOCC2)C1c1ccc(F)cc1)c1cccs1 (configuration not stated),-0.1,2,0.1,-6
O=C(NCCN1CCOCC1)c1ccc2nc(N3CCC(N4CCOCC4)CC3)sc2c1,0.1,9,0.5,-8
O=c1oc2cc(OCc3ccc(Cl)cc3)ccc2cc1-c1nc2ccccc2s1,-0.1,1,-0.5,2
CCOc1ccc2ccccc2c1C(=O)Oc1coc(CSc2ncccn2)cc1=O,0.0,-6,-1.0,14
COc1ccc(-c2cccc(NC(=O)Nc3ccc(F)c(F)c3)c2)nn1,0.0,-11,0.5,3
Cc1ccc(Sc2cc(C(=O)NCc3ccccn3)c3ccccc3n2)cc1,-0.1,-1,-0.2,1
COc1ccc(C(=O)N/N=C(\C)c2ccc(OC)c(Br)c2)cc1,0.0,-22,6.3*,1
COc1ccc(CN2CCN(C(=O)c3ccc(OC)cc3)CC2)cc1,-0.1,21,-0.5,35
C=CCNC(=O)CN(c1cc(Cl)ccc1C)S(C)(=O)=O,0.1,4,0.7,17
O=C(/C=C/c1ccc2c(c1)OCCO2)c1ccccc1O,0.1,-38,1.6,15
O=C(/C=C/c1cccc2ccccc12)NCc1ccccc1,0.2,-7,5.0*,15
N/C(=N\OC(=O)c1cccs1)c1ccc(Cl)cc1,0.5,-55,0.2,16
Cc1cc2c(Nc3ccc(C(C)C)cc3)ncnc2s1,0.1,-72,0.8,4
NC(=O)C(=O)N/N=C/c1cccc2ccccc12,0.3,-14,-0.5,-4

# Further entries follow.
SMILES,FBW7 act,TEAD-YAP block,GPR151 ag,MITF inh
COC(=O)c1ccc2c(=O)n3c(nc2c1)SCC(c1ccccc1)=N3,0.0,7,0.1,-4
COc1ccc(/C=C2\SC(=Nc3ccccc3OC)N(c3ccccc3OC)C2=O)cc1,0.0,-3,0.5,-9
Nc1ccc(Br)c2c1C(=O)c1ccccc1C2=O,-1.2,3,-0.1,20
COc1ccc(CC(=O)Nc2nnc(Cc3ccc(Cl)cc3)s2)cc1OC,0.2,-3,-0.3,-12
Nc1nonc1-c1nc2ccccc2n1CC(=O)Nc1cccc(F)c1,-0.2,41*,0.0,0
CC(C)(C)c1cc(CCC(=O)NC(C(=O)Nc2ccc3c(c2)OCCO3)c2ccccc2)cc(C(C)(C)C)c1O (configuration not stated),0.0,12,1.5,1
CC(=O)Nc1ccc(S(=O)(=O)NC(C)C)cc1,0.3,-1,0.1,12
Cc1cc(C)c2c(n1)sc1c(N)ncnc12,0.0,29,1.0,-2
COc1ccc(NS(=O)(=O)c2ccc(NN=C3CCN(C)CC3)c([N+](=O)[O-])c2)cc1,0.2,16,0.0,7
CCOc1ccc(OCCOC(=O)c2ccc(NC(N)=O)cc2)cc1,0.0,-4,0.4,5
CCOC(=O)c1[nH]c(C)c(C(=O)N2CCC(C(=O)OCC)CC2)c1C,-0.1,0,0.1,2
Cc1cccc(N2CCN(C(=S)c3ccc(OCc4ccccc4)cc3)CC2)c1,-0.1,17,-1.4,18
CCOC(=O)C1CCCN(C(=O)CSc2nc3ccccc3c(=O)n2Cc2ccccc2OC)C1 (configuration not stated),-0.2,6,1.0,3
N#CSCC(=O)c1cccc2ccccc12,-0.3,9,-0.6,-5
COc1ccc(NCn2nnc3ccccc32)c(OC)c1,0.0,0,0.4,6
COCCNC(=O)c1ccc2c(=O)n(Cc3ccco3)c(SCC(=O)N3CCN(c4ccccc4)CC3)nc2c1,0.0,28,0.0,-7
COc1ccc(/C=C2\C(=O)N(C)C(=O)N2C(C(=O)O)c2ccccc2)cc1 (configuration not stated),0.2,-10,-2.5,-4
OC(COc1ccc(F)cc1)CN1CCCC1 (configuration not stated),0.2,0,-0.1,0
C=CC[C@H]1CC(C)=C[C@H](CC=C)N1C(=O)CSc1ccc2nnc(C)n2n1,0.8,13,0.6,14
Cn1cc(CC(=O)NCCN2CCOCC2)c2ccccc21,-0.2,-5,0.2,7
CC(Oc1cccc(Br)c1)C(=O)NN (configuration not stated),0.1,-2,-0.9,16
CC(=O)Nc1cc2c(cc1C(=O)c1ccc(C)cc1)OCCO2,-0.4,-8,0.3,-1
CCOC(=O)CN(C)C(=O)c1c(Cc2ccccc2C)n(Cc2ccccn2)c(C)cc1=O,0.0,4,3.6,7
CSc1cccc(NC(=O)CSc2nnc(Cc3ccccc3)o2)c1,1.1,0,-2.0,16
CCSCCOC(=O)C1=C(C)NC2=C(C(=O)CC(C)(C)C2)C1c1ccccc1C (configuration not stated),-0.4,11,0.3,6
Cc1cccc(-c2noc(-c3ccc(C)c(Cl)c3)n2)c1,-0.1,-6,-0.1,-8
Cn1cnnc1Sc1ccc(CN2CCN(C3CCCC3)C(CCO)C2)o1 (configuration not stated),0.2,2,-0.5,13
O=C(O)COc1cccc2nsnc12,0.3,10,0.3,20
c1ccc(Nc2nc(-c3ccc(N4CCOCC4)nc3)nc3c2ncn3-c2ccsc2)cc1,0.1,10,-1.1,15
Cc1ccc(S(=O)(=O)N2CCc3cc(NC(=O)CCC(=O)O)ccc32)cc1,0.0,1,0.2,21
COc1ccccc1N(CC(O)Cn1c2ccccc2c2ccccc21)S(=O)(=O)c1ccccc1 (configuration not stated),-0.3,-4,0.6,-6
CC(C)(C)OC(=O)NC1CCN(C(=O)NC2CCCCC2)CC1,0.1,7,0.2,4
COc1cc([N+](=O)[O-])ccc1NC(=S)NN1CCN(C)CC1,-0.1,8,2.3,7
CN1C(=O)C(C)(C)c2cc(S(=O)(=O)N(C)CC(=O)NCCc3ccccc3)ccc21,0.0,2,-0.1,-2
CCOC(=O)c1c(NC(=O)Cc2ccc(Cl)cc2)sc(C(=O)Nc2cc(C)ccc2C)c1C,-0.1,0,-0.3,0
CC(=O)OCCNc1cc(SC2CCCCC2)c2nonc2c1[N+](=O)[O-],0.3,-1,0.4,10
Cc1ccc(OCc2nnc(NC(=O)c3ccc(C(C)(C)C)cc3)s2)cc1,0.4,14,-0.6,20
CCc1ccc(NC(=O)COc2ccc(C)cc2)cc1,0.1,5,1.3,8
COc1ccc(-c2nc(N3CCC(C)CC3)nc3nn4c(C)cc(C)nc4c23)cc1,0.1,-5,-1.2,-1
CC[n+]1ccccc1/C=C/N(C(C)=O)c1ccccc1,0.5,-9,-0.2,10
CCN1C(=O)C(C)S/C1=N/S(=O)(=O)c1ccc(F)cc1 (configuration not stated),-0.2,3,1.5,-8
COc1cc(/C=N/n2c(-c3ccco3)n[nH]c2=S)cc(OC)c1OC(C)=O,-0.1,4,0.3,3
CCOc1ccc(-c2n[nH]c(C(=O)N/N=C/c3cccnc3)c2C)cc1,-0.1,-13,-2.0,-12
C/C(=N/Nc1ccc([N+](=O)[O-])cc1[N+](=O)[O-])c1cc2ccccc2oc1=O,0.1,5,-1.1,-10
